Assay outcomes: PubChem BioAssay, Broad Institute
TcdB inh: inhibitors of Clostridioides difficile toxin B glycohydrolase | TcdB glycohydrolase enzymatic assay, plate reader | actives 0.24% (n = 350,000) | inhibition, % at 9.99 µM; in the data active means inhibition above about 10%
Mtb BioA inh: blocks M. tuberculosis BioA enzyme activity; actives 0.096% (n = 360,000); purified M. tuberculosis BioA enzyme, plate reader; AID 602481; inhibition, % at 9.99 µM; in the data active means inhibition above about 40%
Starred values were filed as active, the others as inactive; & = joins results of further samples. This is a subset (hit frequency here may not be typical).

molecule	TcdB inh	Mtb BioA inh
Cc1noc(C)c1NC(=O)Nc1ccc2c(c1)C(=O)N([C@@H](C)CO)C[C@H](C)[C@H](CN(C)CC1CCCCC1)OCCCC[C@H](C)O2	-1.0	-0.3
O=C(Nc1ccc(F)cc1)N1CCCCN2[C@H](CO)[C@@H](c3ccc(C#CC4CC4)cc3)[C@@H]2C1	-0.7	-3.2
COCC(=O)Nc1ccc2c(c1)C(=O)N(C)C[C@H](OC)[C@@H](C)CN(Cc1ccccc1)[C@@H](C)CO2	-0.4	-1.1
C[C@H](CO)N1C[C@H](C)[C@@H](CN(C)C(=O)c2cnccn2)Oc2cc(Br)ccc2S1(=O)=O	-6.9&-0.8	0.5&-0.7
Cc1ccc(S(=O)(=O)Nc2ccc3c(c2)C(=O)N([C@@H](C)CO)C[C@@H](C)[C@@H](CN(C)S(=O)(=O)c2cccs2)O3)cc1	0.0	0.0
C[C@H]1CN([C@@H](C)CO)C(=O)Cc2cc(NC(=O)CCCN(C)C)ccc2O[C@@H]1CN(C)S(=O)(=O)c1cn(C)cn1	-0.2	-0.9
COc1cccc(NC(=O)N(C)C[C@H]2Oc3ncc(C#Cc4ccccc4)cc3C(=O)N([C@@H](C)CO)C[C@@H]2C)c1	1.4	-2.0
C[C@H]1CN([C@@H](C)CO)C(=O)Cc2cc(NS(=O)(=O)c3ccc(F)cc3)ccc2O[C@H]1CN(C)CC1CC1	0.5	-5.8
COCc1cn(CC[C@H]2CC[C@@H](NC(=O)CCN3CCCCC3)[C@@H](CO)O2)nn1	-4.3	-2.0
Cc1ccccc1-c1ccc([C@H]2[C@H](CO)N3CCCCN(C(=O)Nc4ccc(F)cc4)C[C@@H]23)cc1	0.6	-0.1
CO[C@H]1CN(C)C(=O)c2cc(NC(C)=O)ccc2OC[C@H](C)N(C(=O)c2ccncc2)C[C@@H]1C	-1.3	-0.8
O=C(NCC1CC1)[C@H]1[C@H](CO)[C@H]2Cn3c(ccc(-c4ccccc4)c3=O)[C@H]2N1Cc1cocn1	0.9	1.5
C[C@H](CO)N1C[C@H](C)[C@H](CN(C)C(=O)Nc2ccc(C(F)(F)F)cc2)Oc2c(NC(=O)c3ccc(-c4nccs4)cc3)cccc2C1=O	0.2	-0.7
COc1ccc(S(=O)(=O)Nc2ccc3c(c2)C(=O)N([C@H](C)CO)C[C@@H](C)[C@H](CN(C)Cc2ccncc2)O3)cc1	-0.3	-4.2
Cc1ccccc1S(=O)(=O)N1CC[C@@H]2[C@H](CO)N(C)c3ccc(C#Cc4ccc(F)cc4)cc3[C@@H]21	1.1	0.0
C[C@@H]1CN([C@H](C)CO)S(=O)(=O)c2ccc(C#CC3CC3)cc2O[C@H]1CN(C)C(=O)c1cccnc1	-0.2	2.4
Cc1ccc(S(=O)(=O)N(C)C[C@H]2OCCCC[C@H](C)Oc3ccc(N(C)C)cc3C(=O)N([C@@H](C)CO)C[C@@H]2C)cc1	-29.7	-3.0
COc1ccccc1NC(=O)N1CCCCN2[C@H](C1)[C@H](c1ccc(-c3ccc(C)cc3)cc1)[C@@H]2CO	0.9	-2.4
O=C(NC1CCCC1)N1CCCCN2[C@@H](CO)[C@H](c3ccc(-c4cncnc4)cc3)[C@@H]2C1	-2.3	0.9
CO[C@@H]1CN(C)C(=O)c2ccc(NC(=O)Nc3ccccc3)cc2OC[C@@H](C)N(CC2CC2)C[C@@H]1C	-0.1	-0.8

Other records.
molecule	TcdB inh	Mtb BioA inh
C[C@H]1CN([C@@H](C)CO)C(=O)c2cccc(NC(=O)NC3CCCCC3)c2O[C@H]1CN(C)Cc1ccncc1	-0.5	-0.2
C[C@@H]1CCCCO[C@H](CN(C)C(=O)c2ccccc2)[C@@H](C)CN([C@H](C)CO)C(=O)c2cc(NS(C)(=O)=O)ccc2O1	-0.2	-0.6
C[C@H](CO)N1C[C@H](C)[C@H](CN(C)C(=O)c2ccncc2)Oc2ncc(-c3ccc(C(=O)N(C)C)cc3)cc2C1=O	-0.5	-0.4
CC(=O)N(C)C[C@H]1Oc2cc(C#Cc3ccncc3)ccc2S(=O)(=O)N([C@H](C)CO)C[C@@H]1C	0.1	0.5
C[C@@H]1CN([C@H](C)CO)C(=O)c2cc(C#C[C@@H](C)O)cnc2O[C@H]1CN(C)Cc1ccc(-c2ccccc2)cc1	-1.0	-2.6
C[C@@H](NC(=O)C[C@@H]1C[C@@H]2c3cc(NS(C)(=O)=O)ccc3O[C@@H]2[C@@H](CO)O1)c1ccccc1	-6.2	-0.9
COc1ccc(S(=O)(=O)Nc2ccc3c(c2)C(=O)N([C@H](C)CO)C[C@@H](C)[C@@H](CN(C)Cc2ccc(Oc4ccccc4)cc2)O3)cc1	0.1	-4.6
COCC(=O)N(C)C[C@@H]1Oc2cc(C#CC(C)(C)O)ccc2S(=O)(=O)N([C@@H](C)CO)C[C@@H]1C	0.5	2.8
CCCC#Cc1ccc2c(c1)O[C@@H](CN(C)C(=O)CC1CC1)[C@H](C)CN([C@H](C)CO)S2(=O)=O	1.2	4.1
O=C(C[C@H]1C=C[C@H](NC(=O)CN2CCOCC2)[C@@H](CO)O1)NC1CCCCC1	0.7	-1.9
COCC(=O)N1C[C@H](C)[C@H](OC)CN(C)C(=O)c2ccc(NC(=O)c3ccccc3)cc2OC[C@H]1C	-2.6	-5.1
O=C(CN1CCOCC1)NCC[C@H]1CC[C@@H](NC(=O)Nc2ccc(Cl)cc2)[C@@H](CO)O1	0.7	-1.9
O=C(N[C@H]1CC[C@@H](CCNS(=O)(=O)Cc2ccccc2)O[C@H]1CO)c1cnccn1	-0.3	0.1
C[C@@H]1CN([C@H](C)CO)C(=O)c2cccc(NS(=O)(=O)c3cccs3)c2O[C@@H]1CN(C)S(=O)(=O)c1ccc(Cl)cc1	-1.3	-1.0
CCCNC(=O)[C@H]1[C@H](CO)[C@H]2Cn3c(ccc(-c4ccccc4F)c3=O)[C@H]2N1CCC	-0.1	1.2
C[C@H](CO)N1C[C@H](C)[C@@H](CN(C)S(C)(=O)=O)Oc2ccc(NC(=O)C3CCCCC3)cc2CC1=O	0.1	2.2
CCC(=O)N1[C@@H]2CN(C(=O)c3cccc(OC)c3)c3ccccc3[C@@H]2[C@@H]1CO	-0.5	-3.4
CCNC(=O)C[C@H]1CC[C@@H]2[C@H](COc3ccc(NC(=O)Nc4cccc(Cl)c4)cc3C(=O)N2C)O1	3.6	0.9
C[C@H](NC(=O)C[C@@H]1C=C[C@H](NC(=O)C2CC2)[C@H](CO)O1)c1ccccc1	-1.0	-1.9
Cc1ccc(S(=O)(=O)N(C)C[C@H]2Oc3ncc(-c4ccccc4)cc3C(=O)N([C@H](C)CO)C[C@H]2C)cc1	-0.1	-0.3

Other compounds
Results follow in this order: TcdB inh	Mtb BioA inh
> O=C(N[C@@H]1CC[C@@H](CCn2cc(-c3ccccn3)nn2)O[C@@H]1CO)c1ccccc1
 : 0.5	3.3
> Cc1noc(C)c1NC(=O)Nc1ccc2c(c1)C(=O)N([C@@H](C)CO)C[C@H](C)[C@@H](CN(C)C(=O)Cc1ccccc1)OCCCC[C@H](C)O2
 : 0.5	1.2
> COCC#Cc1cnc2c(c1)C(=O)N([C@@H](C)CO)C[C@@H](C)[C@H](CN(C)C(=O)C1CCC1)O2
 : -0.7	21.8
> C[C@@H]1CCCCO[C@@H](CN(C)Cc2ccncc2)[C@@H](C)CN([C@H](C)CO)C(=O)c2cc(NS(=O)(=O)c3ccc(F)cc3)ccc2O1
 : -0.1	0.7
> OC[C@@H]1[C@@H](c2ccc(Br)cc2)[C@H]2CN(Cc3cncnc3)CCCCN12
 : -0.1	-1.7
> O=C(C[C@@H]1C=C[C@@H](NC(=O)C2CCOCC2)[C@H](CO)O1)Nc1ccc(-c2ccccc2)cc1
 : -0.3	2.4
> COC(=O)C[C@@H]1CC[C@@H]2[C@H](COC[C@H](O)CN2CCC(F)(F)F)O1
 : 0.9	-1.8
> O=C(C[C@@H]1CC[C@@H]2[C@H](COC[C@@H](O)CN2C(=O)Nc2cccc(F)c2)O1)NCCCN1CCOCC1
 : 1.8	3.1
> COc1ccc(CN(C)C[C@H]2Oc3ccc(NS(=O)(=O)c4ccccc4)cc3C(=O)N([C@@H](C)CO)C[C@H]2C)cc1
 : 0.8	0.2
> N#C[C@H]1[C@H](c2ccccc2)[C@H](CO)N1C(=O)c1cc(Cl)cc(Cl)c1
 : -0.8	2.4
> O=C(C[C@@H]1CC[C@H]2[C@@H](COC[C@@H](O)CN2CCc2ccccc2)O1)NCc1ccccc1
 : -0.3	-0.3
> O=C(C[C@H]1CC[C@@H](NC(=O)c2cccnc2)[C@H](CO)O1)NCc1ccc(Cl)c(Cl)c1
 : -0.1	0.5
> CNC(=O)C[C@H]1CC[C@H]2[C@@H](COC[C@@H](O)CN2Cc2ccc(C(F)(F)F)cc2)O1
 : -0.4	0.4
> Cc1noc(C)c1S(=O)(=O)Nc1cccc2c1O[C@@H](CN(C)S(=O)(=O)c1ccccc1)[C@@H](C)CN([C@@H](C)CO)C2=O
 : 0.5	-5.8
> C[C@H](CO)N1C[C@H](C)[C@H](CN(C)Cc2ccc(C(=O)Nc3ccccc3N)cc2)Oc2ccc(NC(=O)C3CC3)cc2CC1=O
 : 0.9	-0.1
> COCC#Cc1cnc2c(c1)C(=O)N([C@H](C)CO)C[C@@H](C)[C@@H](CN(C)Cc1ccc3c(c1)OCO3)O2
 : 0.1	7.6
> COc1ccccc1CNC(=O)C[C@H]1CC[C@@H]2[C@H](COC[C@@H](O)CN2C(=O)Nc2ccccc2)O1
 : 0.6	0.2
> COc1ccc(NC(=O)N(C)C[C@@H]2Oc3c(NC(=O)C4CCOCC4)cccc3C(=O)N([C@@H](C)CO)C[C@@H]2C)cc1
 : -3.0	-2.7
> C/C=C/c1ccc2c(c1)O[C@@H](CN(C)C(=O)NCCC)[C@@H](C)CN([C@H](C)CO)S2(=O)=O
 : 0.3	5.3
> C[C@H](CO)N1C[C@H](C)[C@H](CN(C)Cc2ccccc2)OCCCC[C@H](C)Oc2ccc(N(C)C)cc2C1=O
 : -29.7	-0.8
> O=C(Nc1cc(F)ccc1F)N[C@H]1CC[C@H](CCNC(=O)c2cnccn2)O[C@H]1CO
 : -0.3	0.9
> C[C@@H]1CN([C@@H](C)CO)C(=O)c2cc(NS(=O)(=O)c3ccccc3)ccc2O[C@@H](C)CCCCO[C@@H]1CN(C)S(=O)(=O)c1cn(C)cn1
 : 1.0	-0.5
> C[C@@H]1CCCCO[C@H](CN(C)C)[C@@H](C)CN([C@H](C)CO)C(=O)c2cc(NS(=O)(=O)c3cn(C)cn3)ccc2O1
 : -0.5	-0.5
> CCNC(=O)[C@H]1[C@H](CO)[C@H]2Cn3c(ccc(-c4ccccc4)c3=O)[C@@H]1N2C(=O)C1CC1
 : -1.4	-1.4
> O=C(CN1CCOCC1)NCC[C@@H]1CC[C@H](NC(=O)c2ccc3c(c2)OCO3)[C@H](CO)O1
 : 0.1	0.4
> COc1ccc(CNC(=O)C[C@@H]2C[C@@H]3c4cc(NC(=O)CN(C)C)ccc4O[C@@H]3[C@H](CO)O2)cc1
 : 2.2	-0.6
> C[C@@H]1CN([C@@H](C)CO)C(=O)c2cc(NS(=O)(=O)c3cn(C)cn3)ccc2O[C@H]1CN(C)Cc1ccc(-c2ccccc2)cc1
 : -0.4	-3.7
> COc1ccc(NC(=O)Nc2ccc3c(c2)C(=O)N([C@H](C)CO)C[C@H](C)[C@H](CN(C)Cc2ccncc2)OCCCC[C@@H](C)O3)cc1
 : -0.4	-2.5
> C[C@H](CO)N1C[C@H](C)[C@H](CN(C)Cc2ccc3c(c2)OCO3)OCCCC[C@H](C)Oc2ccc(N(C)C)cc2C1=O
 : -19.3&-26.8	-1.5&0.7
> CNC[C@H]1OCCCC[C@H](C)Oc2ccc(N(C)C)cc2C(=O)N([C@@H](C)CO)C[C@@H]1C
 : -23.8	-7.5

Full records, looked up by structure. Order of screens: TcdB inh	Mtb BioA inh
`O=C(C[C@H]1CC[C@@H](NC(=O)c2cccnc2)[C@H](CO)O1)NCc1ccc(Cl)c(Cl)c1` as listed: -0.1	0.5
`C[C@H](CO)N1C[C@H](C)[C@H](CN(C)Cc2ccccc2)OCCCC[C@H](C)Oc2ccc(N(C)C)cc2C1=O` as listed: -29.7	-0.8
`C[C@H](CO)N1C[C@H](C)[C@H](CN(C)Cc2ccc3c(c2)OCO3)OCCCC[C@H](C)Oc2ccc(N(C)C)cc2C1=O` as listed: -19.3&-26.8	-1.5&0.7
`CCC(=O)N1[C@@H]2CN(C(=O)c3cccc(OC)c3)c3ccccc3[C@@H]2[C@@H]1CO` as listed: -0.5	-3.4
`COCC(=O)N(C)C[C@@H]1Oc2cc(C#CC(C)(C)O)ccc2S(=O)(=O)N([C@@H](C)CO)C[C@@H]1C` as listed: 0.5	2.8

As a short view, two of the compounds above.
Results follow in this order: TcdB inh	Mtb BioA inh
> COc1ccccc1CNC(=O)C[C@H]1CC[C@@H]2[C@H](COC[C@@H](O)CN2C(=O)Nc2ccccc2)O1
 : 0.6	0.2
> COc1ccc(NC(=O)N(C)C[C@@H]2Oc3c(NC(=O)C4CCOCC4)cccc3C(=O)N([C@@H](C)CO)C[C@@H]2C)cc1
 : -3.0	-2.7

(next part)
Results follow in this order: TcdB inh	Mtb BioA inh
> C[C@@H]1CN([C@@H](C)CO)S(=O)(=O)c2ccc(Br)cc2O[C@@H]1CN(C)S(=O)(=O)c1ccc(F)cc1
 : 1.5&3.0	2.2
> CCCC#Cc1cnc2c(c1)C(=O)N([C@H](C)CO)C[C@H](C)[C@@H](CN(C)C(=O)CN1CCOCC1)O2
 : 0.9	0.7
> Cc1noc(C)c1NC(=O)Nc1cccc2c1O[C@@H](CN(C)Cc1ccccc1)[C@H](C)CN([C@@H](C)CO)C2=O
 : 0.8	2.9
> OC[C@H]1[C@H](c2ccc(C#CC3(O)CCCC3)cc2)[C@H]2CN(Cc3ccccc3F)CCCCN21
 : 0.7	-1.3
> O=C(C[C@@H]1C[C@@H]2c3cc(NC(=O)Nc4ccccc4F)ccc3O[C@@H]2[C@H](CO)O1)NCC(F)(F)F
 : -0.5	-0.5
> CO[C@H](CN(C)S(=O)(=O)c1cccc(Cl)c1)[C@@H](C)CN(C(=O)Nc1ccccc1F)[C@H](C)CO
 : 2.0	2.4
> C[C@@H]1CN([C@@H](C)CO)S(=O)(=O)c2ccc(C#CC(C)(C)O)cc2O[C@H]1CN(C)CC1CCCC1
 : 0.4	1.2
